# Bioassay records: PubChem BioAssay, several laboratories
# sdo1 growth = restores growth of sdo1-depleted yeast; S. cerevisiae sdo1-depleted JHY4D growth rescue, OD600 30 h; stronger effect = higher value; pdr5 snq2 efflux-pump mutant strain; z-score at 10 µM; 140,000 compounds, 0.21% hits; AID 817;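 active = z-score above 3 at both the 24 hr and the 30 hr optical density reads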;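 also: z-score against mean and SD of all compound wells on the same plate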
# Insulin prom inh = TRM-6 insulin promoter activity inhibition | TRM-6 cells (human fetal islet line), insulin promoter-eGFP reporter, imaging; reporter expression induced with tamoxifen | inhibition, % at 2 µM | 130,000 compounds, 0.9% hits;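 active = inhibition above the mean plus 3 SD, with well images judged a real hit on visual review, cut at about 60% in these data, passing the limit was not always enough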
# sdo1 growth Rescue 24 h = also measured in sdo1 growth; calls as there; z-score; S. cerevisiae sdo1-depleted JHY4D growth rescue, OD600; measured here: growth rescue at 24 h;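 0 is the plate mean of compound wells and units are plate SD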
# The depositor's hits bear a star; . = no result given.
SMILES,sdo1 growth,sdo1 growth Rescue 24 h,Insulin prom inh
CCOC(=O)Nc1cccc(OCC(=O)Nc2ccccc2OCC)c1,-0.39,0.06,-14
C/C(=N\n1cnnc1)c1ccc(C#N)cc1,.,.,8
Cc1cc(NC(=O)CSc2nc(C(C)C)nc3sc(C)c(C)c23)no1,-0.24,1.4,12
Cc1nc(NCC2CCCO2)c2nnn(Cc3ccccc3Cl)c2n1 (stereo not drawn),0.27,-0.55,38
C/C(=N\NC(=S)NCCc1ccccc1)c1ccc(C)cc1,-0.93,0.03,56
COc1ccc2c(c1)CCc1c(C(=O)N3CCCc4ccccc43)noc1-2,-1.1,-0.8,-100
COc1ccc(CNC(=S)Nc2ccccc2C)cc1,-0.28,-0.25,40
COc1ccc(N2COC3c4cccc5cccc(c45)C32)cc1 (stereo not drawn),-0.34,-1.1,-153
COc1cc(CNC2CCCC2)cc(Br)c1OCC(=O)Nc1ccccc1C,.,.,15
Cc1sc2ncnc(NCCc3ccc(S(N)(=O)=O)cc3)c2c1C,0.72,0.31,19
N#Cc1c(NC(=O)CSc2ccccn2)oc(-c2ccccc2)c1-c1ccccc1,-1.4,-0.96,27
COc1cccc(-c2cc3c(=O)n(-c4ccccc4)c(=S)[nH]c3s2)c1,0.73,-0.15,32
CCCOc1ccc(N2C(=O)CC(N3CCN(c4ccccc4F)CC3)C2=O)cc1 (stereo not drawn),0.67,0.66,.
Cc1ccc(S(=O)(=O)C2(C(=O)Nc3cccnc3)CC2)cc1,-0.27,-0.36,.
COc1c(Cl)cc(Cl)cc1CNCCNCCO,0.28,-0.05,.
O=c1oc2ccccc2cc1-c1csc(Nc2nc3ccc(F)cc3s2)n1,1.2,1.5,-56
Cc1ccc(C)c(N(CC(=O)NC2CCCC2)C(=O)c2cc3cc4cc(C)ccc4nc3s2)c1,-0.05,1.6,-85
S=c1[nH]nc(C23CC4CC(CC(C4)C2)C3)n1Cc1ccco1,-1.8,-1.6,-22
CCC(C(=O)NC(C)CCc1ccco1)n1nc(C)n2c(cc3occc32)c1=O (stereo not drawn),-1.5,-1.8,.
COC(=O)c1c(NC(=O)CCCC(=O)O)sc2c1CCC2,0.29,0.6,18
O=C(NCCC1=CCCCC1)Nc1ccc2nsnc2c1,.,.,-29
O=C(CSc1nnc2scc(-c3ccccc3)n12)c1ccc2c(c1)OCCO2,-0.65,-0.03,.
Cc1cc(NC(=O)CSc2nnc(COc3cccc(C)c3C)n2Cc2ccco2)no1,-0.48,1.2,36
CN(C)c1ncc(S(=O)(=O)c2ccccc2)c(-c2ccc(Cl)cc2Cl)n1,-1.2,-0.99,.
COc1ccc(CC(=O)NC(CC(=O)O)c2ccc(OC)cc2)cc1 (stereo not drawn),1,0.87,21

# Remaining list, next part.
SMILES,sdo1 growth,sdo1 growth Rescue 24 h,Insulin prom inh
Cc1csc(SCC(=O)Nc2ccccc2[N+](=O)[O-])n1,.,.,-27
CCCCNC(=O)COC(=O)c1ccc(Cl)c(S(N)(=O)=O)c1,0.86,0.1,31
O=C(/C=C/c1ccc(Br)o1)NC(c1ccccc1)c1ccccc1,0.07,0.19,.
CCN(CC)C(=O)CSc1nc2sc(C)c(C)c2c(=O)[nH]1,0.15,0.16,14
S=C(NCCCNC(=S)Nc1ccccc1)Nc1ccccc1,2.1,2.3,17
Cc1cccc(Cl)c1OCCCCn1ccnc1,0.75,0.3,20
COc1ccc(CC(C)N2CCN(c3cccc(C(F)(F)F)c3)CC2)cc1OC (stereo not drawn),1.6,1.3,-39
O=c1c(-c2ccccc2)coc2cc(O)ccc12,.,.,-47
C=CCNC(=O)C1CCN(S(C)(=O)=O)CC1,0.2,0.63,.
O=C(Cc1ccccc1[N+](=O)[O-])N1CCc2ccccc2C1,.,.,-21
COC(=O)c1ccc(CSc2nc(-c3ccco3)cc(C(F)(F)F)n2)o1,-1.2,-0.53,60
CCOc1ccc(N(CC(=O)Nc2cccnc2)S(C)(=O)=O)cc1,.,.,11
Cc1cccc(-n2c(C)cc(/C=N\NC(=O)c3ccco3)c2C)c1,.,.,12
CC1(C)CC(=O)C(/C=N/c2ncccc2C(=O)O)=C(O)C1,0.84,0.86,31
Cc1cc(C)c2c(CN3CCN(Cc4ccc5c(c4)OCO5)CC3)cc(=O)oc2c1,0.42,0.31,50
O=C(Nc1ccccc1C(=O)NCC1CCCO1)c1ccccc1 (stereo not drawn),-0.7,-0.92,.
CCOc1ccc(/C=c2\sc3nc(-c4ccco4)nn3c2=O)cc1OCC,-0.35,1.8,36
CCOC(=O)c1cc(CC)sc1NC(=O)CCC(=O)O,0.31,0.21,33
O=S(=O)(c1ccccc1)N1CCN(C(=S)NCc2ccccc2)CC1,.,.,-11
O=C(C1CN(S(=O)(=O)c2ccccc2)CCN1S(=O)(=O)c1ccccc1)N1CCCCCC1 (stereo not drawn),-1.4,-1.7,100*
C=CC[C@H]1CC(Cc2ccccc2)=C[C@H](CC=C)N1,-0.08,-0.25,-151
CC(C)(C=O)C1=CC(=O)c2ccccc2C1=O,-2.1,-1.9,-203
CCC1Oc2nc(SC)nnc2-c2ccccc2N1C(=O)c1ccccc1 (stereo not drawn),-0.25,0,8
COc1ccc(Cn2cnc3c(NS(C)(=O)=O)c(C)c(C)cc32)cc1,-0.14,-0.25,-38
CCC(Oc1ccccc1)C(=O)Nc1ccsc1C(=O)OC (stereo not drawn),-0.26,-0.37,7

# Next entries
SMILES,sdo1 growth,sdo1 growth Rescue 24 h,Insulin prom inh
COc1ccc(Oc2ncnc3sccc23)cc1,.,.,-43
Cc1nc2cc(C(=O)OCC(=O)NC(C)C(C)C)ccc2n1-c1ccccc1 (stereo not drawn),-0.06,-1.3,50
CC#CCCCC(=O)Nc1cccc(C(=O)O)c1,0.27,0.17,-36
COC(=O)C1(C(=O)OC)NOC2C(=O)N(c3ccccc3)C(=O)C21 (stereo not drawn),7.8*,3.9*,-44
COc1ccccc1CC(NC(C)=O)C(=O)N1CCN(C(=O)Nc2ccccc2Cl)CC1 (stereo not drawn),0.54,-0.31,8
O=C(c1cn(-c2ccccc2)nc1-c1ccc(Cl)cc1)N1CCOCC1,-0.37,0.46,-56
CCN(CC)C(=O)CSc1nnc(-c2ccc(S(=O)(=O)N3CCCC3)cc2)o1,-0.21,-0.64,-7
CCOc1ncccc1C(=O)OCC(=O)c1ccc(OC)c(OC)c1,.,.,-55
CCOCCNC(=O)c1ccc2c3c(cccc13)CC2,-0.19,0.44,10
c1ccc2c(c1)oc1c(Nc3ccc4c(c3)OCCO4)ncnc12,-0.8,-0.64,31
CCOc1ccc(N=c2cc(-c3ccc(OC)cc3)oc3ccccc23)cc1,-1.4,-0.16,.
O=C(NCc1cccs1)C(=O)c1c[nH]c2ccccc12,.,.,-55
CCc1ccc(NC(=O)CSc2nnc(CC)c(CC)n2)cc1,1.8,1.7,-13
C=CCSC1=C(C#N)C(c2ccccc2OCC)C(C#N)C(=O)N1 (stereo not drawn),0.66,1.4,.
CCCc1nc(N)sc1C(=O)OCC,0.98,0.66,.
O=C(Nc1ccc(N=Nc2ccccc2)cc1)c1ccccc1Cl,-0.66,-0.34,.
Cc1nc(NC(C)(C)CO)c([N+](=O)[O-])cc1[N+](=O)[O-],1.7,-0.16,23
Cc1c(/C=N/NC(=O)c2cccnc2)cc(C#N)n1C,.,.,-16
CCOC(=O)c1cnc(-c2ccccc2)[nH]c1=O,0.6,0.6,0
CC(C)OC(=O)c1c(NC(=O)Cn2cnc([N+](=O)[O-])n2)sc2c1CCCC2,0.49,1.3,-4
O=C(O)C(C(=O)/C=C/c1ccco1)=C1SCCS1,0.06,0.47,-57
COc1ccc(C(=O)COC(=O)CN2C(=O)C3C4C=CC(C5CC45)C3C2=O)cc1 (stereo not drawn),-0.02,-0.04,.
CCNC(=S)NNC(=O)c1cccn(Cc2ccc(Cl)cc2)c1=O,1.3,1.6,-26
C/C(CC(=O)NC1CCCCCC1)=N\NC(=O)c1cnccn1,1.6,0.67,.
COc1ccccc1OCCCn1c(=O)sc2ccccc21,-0.76,-0.96,-86

# (list continues)
SMILES,sdo1 growth,sdo1 growth Rescue 24 h,Insulin prom inh
O=C(NNS(=O)(=O)c1ccccc1)c1sccc1-n1cccc1,-0.38,-1.3,0
O=S(=O)(NCC(c1cccnc1)N1CCN(c2ccc(F)cc2)CC1)c1cccs1 (stereo not drawn),-3.1,-2.3,29
Cc1ccc(NC(=S)N(Cc2ccco2)C(C)c2cccs2)cc1 (stereo not drawn),.,.,27
COC(=O)c1cc(C#N)c(N(C)Cc2ccccc2)nc1C,-1.8,-2.1,-30
CCn1c(CSc2nc(C)cc(C)n2)nnc1SCC(=O)Nc1ccccc1,0.63,0.56,22
Cc1nc(N)sc1-c1csc(Nc2ccccn2)n1,-0.19,0.93,-7
CCN(CC)C(=O)c1cc(C(C)(C)C)c(O)c(C(C)(C)C)c1,-0.33,-0.51,37
COc1ccc(-c2cc(C(=O)OC3CCOC3=O)c3ccccc3n2)cc1OC (stereo not drawn),0,0.33,.
Clc1ccccc1/C=N/c1cc(-c2ccccc2)nn1-c1ccccc1,-1.2,-0.56,-12
O=C(O)c1cc2nc(-c3ccc(F)cc3)cc(C(F)(F)F)n2n1,0.13,-0.45,14
Cc1cnc(NC(=O)C2CCCC2)s1,-0.35,0.62,21
CC(=O)Nc1ccc(N2CCN(C(C)=O)CC2)cc1,0.41,-0.24,.
COc1ccccc1C(CNC(=S)NCc1ccccc1)N1CCCC1 (stereo not drawn),.,.,-125
O=c1[nH]nc(SCc2ccccc2)c(=O)[nH]1,1.5,1.1,-30
COc1cc(C2c3c(n[nH]c3C)C(=O)N2c2ccc(C)cc2)ccc1O (stereo not drawn),1.5,1.4,22
COc1ccc(Cl)cc1NC(=O)CNc1ccccc1N1CCOCC1,.,.,21
CCOC(=O)Cc1nnc(NC(=O)c2ccccc2OCC)s1,0.52,-0.29,-8
O=C(CC(C(=O)O)c1ccccc1)Nc1ccccc1 (stereo not drawn),0.26,-0.26,25
CC(=O)N(C(C)=O)N1C(=O)c2cccc3c(N4CCOCC4)ccc(c23)C1=O,.,.,25
CC1Cc2ccccc2N1C(=O)CCNS(=O)(=O)c1ccc2c(c1)CCC(=O)N2 (stereo not drawn),0.84,0.62,-86
Cc1ccc(NC(=S)N(CCN(C)C)Cc2cc3cc(C)cc(C)c3[nH]c2=O)cc1,1.1,1.6,30
COCCNC(=O)COc1ccc(Nc2ccccc2)cc1,0.64,0.41,.
O=C(NCc1ccco1)c1ccc(S(=O)(=O)N2CCCc3ccccc32)cc1,-2.4,-2,21
CCOC(=O)C(=NC1CCS(=O)(=O)C1)NNc1ccc(Br)cc1 (stereo not drawn),.,.,8
Cc1ccnc(NC(=O)c2sc3cc(Cl)ccc3c2Cl)c1,0.39,1.6,.

# Later entries:
SMILES,sdo1 growth,sdo1 growth Rescue 24 h,Insulin prom inh
CC(C)CCN1C(=O)c2ccc(-c3nc4ccccc4c(=O)o3)cc2C1=O,-0.72,-0.17,26
COc1ccccc1NS(=O)(=O)c1cccc(NC(=O)c2nc3nc(C)cc(C)n3n2)c1,1.4,1.7,-22
Cc1ccc(S(=O)(=O)N2CCOCC2)cc1NC(=O)Cn1cc(C(F)(F)F)cc(Cl)c1=O,-0.04,-0.64,-46
O=C(NCC(c1cccnc1)N1CCOCC1)C1CCCCC1 (stereo not drawn),1.2,1.1,35
COC(=O)C1=C(N)Oc2cc(C)n(C)c(=O)c2C1c1ccc(Cl)c(Cl)c1 (stereo not drawn),-0.29,-0.25,.
COc1ccc(C(C(=O)NCc2ccccc2)N(Cc2cccs2)C(=O)c2cnccn2)cc1 (stereo not drawn),-0.36,-0.04,-38
Cc1cc(C)nc(Nc2nc(=O)c3ccccc3s2)n1,1.4,1.3,.
COc1cc(OC)nc(NC(=O)NS(=O)(=O)c2ccc(OC(F)(F)F)cc2)n1,-0.82,-1.2,-36
CCOC(=O)C1CCCN(C(=O)COc2ccc(N(C)S(=O)(=O)c3ccc(F)cc3)cc2)C1 (stereo not drawn),.,.,-69
COc1ccc(Cl)cc1S(=O)(=O)n1cnc2ccccc21,-0.38,-0.28,.
COc1ccc(C2CC(C)(c3ccc(OC)cc3OC)Nc3ccccc3N2)c(OC)c1 (stereo not drawn),.,.,-64
O=C(NNC(=O)c1ccc(O)cc1O)c1ccc(Cl)cc1,0.91,2.1,19
CN(Cc1cc(=O)[nH]c2ccccc12)C(=O)c1ccccc1,-0.41,-0.95,-9

# A portion of the library; rates above refer to the full screens.
